Screening results (PubChem)
Nrf2 ARE act: activators of Nrf2 (ARE) signaling | AREc32 ARE-luciferase reporter (MCF7-derived line), luminescence, 24 h | Potency, µM (highest dose often 46.1 µM), for the others: top-dose activation, usual class: activators | actives 0.31% (n = 410,000) | AID 624171; also: % of control where 0% means no effect; nearly all actives have a fitted effect of over 65% in size
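AREc32_Fluc, 1000 cells/well, OPTI-MEM + 5% FBS, o/n 37 deg C 5% CO2; 23 nL cpd by pin tool, 24 hr; Steady-Glo 30 min RT, luminescence.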
ATXN viability: viability counter-screen for ATXN expression inhibitors; actives 0.49% (n = 400,000); AID 651635; Potency, µM (top dose mostly 56.7 µM), hits mostly cytotoxic; S2 cells (HEK-293 line with an ATXN2-luciferase reporter) viability, CellTiter-Fluor protease fluorescence, 24 h; also: nearly all actives have a fitted effect of over 40% in size
ATXN2 expr inh: inhibitors of ATXN2 expression | HEK-293 ATXN2-luciferase reporter, luminescence, 24 h | Potency, µM (highest dose often 57 µM), without a hit: top-dose activity change, negative = inhibition, most hits filed as inhibitors | actives 0.72% (n = 360,000); also: % is scaled to controls: 0 for no effect and ±100 for the full control effect; nearly all actives have a fitted effect of over 55% in size
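qHTS (up to 57 uM final) was run with 24 h compound exposure of reporter cells at 37 °C. Each well was multiplexed: SteadyGlo luminescence measured ATXN2-luciferase expression after a fluorogenic Gly-Phe-AFC viability readout (25 uM final).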
EPAC2 antag: blocks human EPAC2 exchange factor; actives 0.18% (n = 360,000); EPAC2 GEF exchange of Rap1B-BODIPY-GDP, fluorescence; AID 720708; Potency, µM (series often up to 114 µM), for the others: at the highest dose activity, negative = inhibition, most hits filed as inhibitors; Q8WZA2; also: % is scaled to controls: 0 for no effect and ±100 for the full control effect; nearly all actives have a fitted effect of over 45% in size; many of its hits are not listed in these tables
Target sequence (Q8WZA2 whole entry, looked up): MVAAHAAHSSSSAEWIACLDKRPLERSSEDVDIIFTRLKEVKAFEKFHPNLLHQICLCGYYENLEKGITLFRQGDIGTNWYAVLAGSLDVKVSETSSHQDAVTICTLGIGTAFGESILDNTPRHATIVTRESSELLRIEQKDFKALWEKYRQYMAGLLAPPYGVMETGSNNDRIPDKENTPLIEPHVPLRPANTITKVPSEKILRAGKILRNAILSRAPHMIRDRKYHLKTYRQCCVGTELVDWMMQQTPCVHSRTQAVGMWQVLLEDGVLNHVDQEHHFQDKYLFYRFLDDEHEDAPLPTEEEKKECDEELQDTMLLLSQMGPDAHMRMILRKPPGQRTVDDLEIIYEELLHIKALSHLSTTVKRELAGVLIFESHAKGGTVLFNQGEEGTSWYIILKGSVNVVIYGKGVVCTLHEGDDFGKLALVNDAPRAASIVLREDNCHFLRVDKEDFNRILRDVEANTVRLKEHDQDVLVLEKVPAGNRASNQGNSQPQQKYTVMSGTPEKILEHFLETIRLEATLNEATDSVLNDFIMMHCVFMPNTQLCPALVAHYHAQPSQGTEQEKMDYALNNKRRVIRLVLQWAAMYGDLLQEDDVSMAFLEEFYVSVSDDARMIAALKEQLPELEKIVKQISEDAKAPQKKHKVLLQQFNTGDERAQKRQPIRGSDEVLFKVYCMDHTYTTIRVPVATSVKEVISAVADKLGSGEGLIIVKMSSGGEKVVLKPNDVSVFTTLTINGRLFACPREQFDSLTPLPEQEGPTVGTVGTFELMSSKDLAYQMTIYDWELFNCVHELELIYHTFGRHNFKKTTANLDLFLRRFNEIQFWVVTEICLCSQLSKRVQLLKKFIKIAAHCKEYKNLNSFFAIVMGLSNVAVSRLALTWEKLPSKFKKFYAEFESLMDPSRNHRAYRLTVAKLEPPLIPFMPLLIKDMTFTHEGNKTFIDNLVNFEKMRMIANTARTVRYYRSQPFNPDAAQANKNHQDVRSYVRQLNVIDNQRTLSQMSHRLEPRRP
MCF10A rereplic: inducers of DNA re-replication in MCF 10A breast cells. Potency, µM (top dose mostly 46.1 µM), for the others: at the top dose activity, positive = re-replication, usual class: activators. AID 624296. MCF 10A DNA re-replication, Hoechst nuclear intensity, 48 h. actives 2.9% (n = 350,000); also: % of control where 0% means no effect; nearly all actives have a fitted effect of over 50% in size
TGFb inhibitor: TGF-b pathway inhibition; actives 1.2% (n = 410,000); Potency, µM (titrated, usually from 46.1 µM), without a hit: at the top dose activity, negative = inhibition, hits mostly inhibitors; HepG2 CAGA-GFP TGF-b/SMAD3 reporter, GFP fluorescence, 18 h; TGF-beta stimulated, 500 pg/mL final; also: % is scaled to controls: 0 for no effect and ±100 for the full control effect; nearly all actives have a fitted effect of over 65% in size
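Read-out: total well GFP (ex488/em500-530) summed from mean per-cell fluorescence. Cells: HEPG2 CAGA-GFP, 1% FBS DMEM, 18 h at 37 degrees C with 500 pg/mL final TGF-beta. Unstimulated wells served as the full-inhibition control; stimulated DMSO wells = 0%.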
A549 tox: counter-screen for Nrf2 inhibitors: cytotoxicity in A549 cells; A549 ARE-Fluc cells, CellTiter-Fluor viability, 18-24 h; AID 504648; Potency, µM (highest dose often 46 µM), for the others: top-dose activity change, negative = cytotoxicity, actives largely listed as inhibitors; actives 0.16% (n = 390,000); also: % is scaled to controls: 0 for no effect and ±100 for the full control effect
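Cytotoxicity counterscreen: CellTiter-Fluor fluorescence was measured in A549 ARE_Fluc cells after 18-24 h of compound exposure in a concentration series. The subsequent BugLite luminescent read reports ARE-luciferase activity.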
Nrf2 block: inhibitors of Nrf2 signaling; A549 ARE-Fluc reporter, luciferase luminescence, 18-24 h; Potency, µM (top dose mostly 46 µM), inactives show at the highest dose activity change, negative = inhibition, actives largely listed as inhibitors; actives 2.1% (n = 360,000); also: % is scaled to controls: 0 for no effect and ±100 for the full control effect; nearly all actives have a fitted effect of over 60% in size
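Nrf2 activity is the BugLite luminescence, read 15 min after reagent at room temperature, following CellTiter-Fluor cytotoxicity readout (30 min, 37C). Compound titrations were applied for 18-24 h to 5000 A549 ARE_Fluc cells/well in 5% FBS OPTI-MEM.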
HepG2 tox: kills HepG2 cells in TGF-b inhibitor counter-screen; HepG2 CAGA-GFP viability, ATP luminescence, 18 h; actives 0.76% (n = 410,000); Potency, µM (doses to about 46.1 µM), for inactives: at the top dose activity change, negative = cytotoxicity, hits mostly cytotoxic; also: some results filed as inactive show a strong effect at the top dose
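CellTiter-Glo luminescence gave cytotoxicity after 18 hours at 37 degrees C. The cells were HepG2 CAGA-GFP in 1% FBS DMEM, stimulated with 500 pg/mL TGF-beta after compound addition. %Activity was normalised to no-cell wells (complete cell-killing) and DMSO (no toxicity), and curves were fitted and classified.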
Starred values were filed as active, the others as inactive; i = inactive; ? = inconclusive; . = no result given; & = joins results of further samples; [ ] = another dose, or the depositor's remark. Calls follow the shape of the dose curve; as a rule, active = well fitted curve in the direction sought with a large enough effect; inconclusive = small, poorly fitted or top-dose-only effect, or another doubt; inactive = no such curve, though single readings can be large; an effect the other way counts as inactive or inconclusive. Potency is read from the fitted curve at half-maximal effect. The list is partial. The share of hits here may be higher or lower than overall.

item	canonical_smiles	Nrf2 ARE act	ATXN viability	ATXN2 expr inh	EPAC2 antag	MCF10A rereplic
1	O=C(CSc1n[nH]c(-c2ccncc2)n1)Nc1ccccc1C(F)(F)F	-0.4%	i	-4%	3%	5%
2	O=C(NCc1ccccn1)c1cccc(NS(=O)(=O)c2cccc(F)c2)c1	0.1%	i	-17%	1%	6%
3	O=C1OC(Nc2ccc(F)c([N+](=O)[O-])c2)c2ccccc21 (configuration not stated)	-0.6%	i	-24%	0%	0%
4	CCOc1cc(CN2CCN(CCc3ccccc3)C(CCO)C2)ccc1OC (configuration not stated)	-0.2%	i	-9%	16%	-1%
5	Cc1cccc(C2=N/C(=C\c3cccnc3)C(=O)O2)c1	-0.4%	?	-3%	2%	?
6	CCOc1ccc(S(=O)(=O)NCCC(=O)N2CC(C)CC(C)C2)cc1 (configuration not stated)	-0.1%	i	17%	0%	-1%
7	CCOC(=O)c1ccc(COc2nc3ccccc3nc2-c2ccccc2NC(C)=O)o1	0.1%	?	-2%	-2%	15%
8	COc1cc(C(=O)Nn2c(C)nc3ccccc3c2=O)cc(OC)c1OC	0.4%	i	-5%	8%	4%

item	TGFb inhibitor	A549 tox	Nrf2 block	HepG2 tox
1	1%	14%	-3%	-8%
2	19%	2%	0%	-14%
3	4%	-9%	-14%	-1%
4	-2%	6%	14%	-5%
5	-4%	-7%	-12%	-5%
6	-2%	1%	-6%	-3%
7	3%	-14%	-21%	5%
8	5%	-1%	9%	1%

The listing continues:
item	canonical_smiles	Nrf2 ARE act	ATXN viability	ATXN2 expr inh	EPAC2 antag	MCF10A rereplic
9	O=C(CS(=O)CC(=O)N(c1cccc(F)c1)C(C(=O)NC1CCCCC1)c1ccco1)Nc1ccc(F)cc1 (configuration not stated)	-0.6%	i	6%	1%	7%
10	CCC(C)(C)n1nnnc1C(C(C)C)N(Cc1ccco1)Cc1cc2cc3c(cc2[nH]c1=O)OCO3 (configuration not stated)	5.8%	?	?	10%	?
11	O=C(COn1nnc2ccc(Cl)cc21)NC1CCS(=O)(=O)C1 (configuration not stated)	-0.2%	i	-6%	-10%	-6%
12	COc1ncnc2c1oc1nc(CC(C)C)c3c(c12)CCCC3	-1.5%	i	7%	-10%	-1%
13	CCCc1[nH]nc2c1C(c1ccc(O)c(OC)c1)C(C#N)=C(N)O2 (configuration not stated)	4.5%	?	-13%	-2%	?
14	O=C(Cn1nnc2c(cnn2-c2ccccc2)c1=O)NCc1cccs1	0.2%	?	2%	7%	?
15	C=CCn1c(CNC(=O)c2cccs2)nnc1SCC(=O)c1ccc(Br)cc1	-0.3%	?	4%	1%	2%
16	O=C(/C=C\Nc1ccc(S(=O)(=O)Nc2ncccn2)cc1)c1cccc2ccccc12	-0.5%	i	.	-6%	1%

item	TGFb inhibitor	A549 tox	Nrf2 block	HepG2 tox
9	?	-8%	6%	0%
10	?	?	?	-25%
11	-19%	10%	-7%	-20%
12	0%	-11%	0%	-10%
13	-21%	-20%	?	-32%
14	-19%	?	-7%	-8%
15	0%	-5%	-14%	0%
16	-7%	?	?	-11%

Following part:
item	canonical_smiles	Nrf2 ARE act	ATXN viability	ATXN2 expr inh	EPAC2 antag	MCF10A rereplic
17	CCCn1c(CCNC(=O)c2cccs2)nc2ccccc21	?	i	-14%	-2%	1%
18	Cc1ccc(NC(=O)c2cc(S(=O)(=O)NCCC3=CCCCC3)ccc2F)cc1F	0.5%&-0.4%	?	?	-29%	?
19	COc1cccc(C(=O)Nc2ccccc2N2CCN(C(=O)c3ccccc3)CC2)c1	0.2%	i	.	-10%	18%
20	Cc1occc1-c1nnc(SCC(=O)Nc2nc(-c3ccccc3)cs2)o1	18%	i	-3%	2%	18µM*
21	Cc1cc(C(=O)CSc2ncccn2)c(C)n1Cc1ccco1	-0.6%	i	13%	3%	9%
22	CCN(CCCNC(=O)c1cc2cc3cc(OC)ccc3nc2s1)c1cccc(C)c1	1.2%	?	10%	.	.
23	Cc1ccc(S(=O)(=O)N2CCOCC2)cc1NC(=O)C(c1ccc(Cl)cc1)C(C)C (configuration not stated)	3.3%	i	-11%	-24%	8%
24	COC(=O)CCC/C=C1/SCC(NC(=O)c2ccccc2)C1NC(C)=O (configuration not stated)	-0.9%	?	5%	4%	13%

item	TGFb inhibitor	A549 tox	Nrf2 block	HepG2 tox
17	-11%	-7%	-11%	-10%
18	?	?	10µM*	-82%&-91%
19	-2%	-2%	-15%	-18%
20	?	-10%[1.84 µM]	-3%	-16%
21	11%	-1%	?	-1%
22	?	-13%	26µM*	-25%
23	?	?	?	-1%
24	1%	0%	0%	-14%

New compounds follow.
item	canonical_smiles	Nrf2 ARE act	ATXN viability	ATXN2 expr inh	EPAC2 antag	MCF10A rereplic
25	COc1ccc(CCN2C(=O)c3ccccc3C2c2nnnn2C(C)C)cc1OC (configuration not stated)	0.0%	i	7%	4%	.
26	Cc1ccc(C(=O)Nc2ccc(S(=O)(=O)N3CCOCC3)cc2)cc1C	0.4%	i	-39%	-5%	?
27	O=C(CNc1ccc2c(c1)OCO2)N/N=C\c1ccccc1Cl	8.8%	i	2%	-7%	0%
28	COc1cc(-c2noc(-c3ccc(N4CCN(C)CC4)c([N+](=O)[O-])c3)n2)cc(OC)c1OC	4.0%	i	10%	.	.
29	COCC(COCCCNC(=O)Nc1ccc(Br)cc1)OC (configuration not stated)	0.3%	i	8%	13%	-4%
30	Cc1cccc(C(=O)NNC(=O)c2ccc(-c3ccccc3)cc2)c1	4.0%	i	-4%	-3%	-1%
31	O=C(Cc1ccc(NC(=O)C2CCCN(C(=O)C3CCCC3)C2)cc1)Nc1ccc(C(=O)N2CCOCC2)cc1 (configuration not stated)	0.6%	i	3%	4%	12%
32	Cc1cc(C)c(C)c(S(=O)(=O)NCc2ccc(C(=O)N3CCOCC3)cc2)c1C	-0.1%	i	12%	14%	0%

item	TGFb inhibitor	A549 tox	Nrf2 block	HepG2 tox
25	.	.	.	.
26	-16%	0%	?	-60%
27	-24%	4%	2%	-16%
28	0%	-1%	?	2%
29	-5%	-6%	?	-1%
30	3%	1%	3%	11%
31	-6%	4%	-4%	-6%
32	-3%	-20%	2%	7%

More results:
item	canonical_smiles	Nrf2 ARE act	ATXN viability	ATXN2 expr inh	EPAC2 antag	MCF10A rereplic
33	c1ccc2c(c1)nc(NC1CCCCC1)c1nncn12	0.6%	?	1%	-1%	2%
34	CCC(CC)c1nn2cc(-c3ccccc3)nc2s1	-1.2%	i	33%[activator]	.	.
35	Cc1nc(-n2nc(C)c(Cc3ccccc3Cl)c2C)sc1C(=O)N1CCCCC1C (configuration not stated)	-1.1%	.	.	.	.
36	CN(C)S(=O)(=O)N(CC(=O)NCc1ccccc1)c1ccccc1	-0.5%	i	-1%	-4%	-4%
37	Cc1cc(C)n(CCNC(=O)[C@H]2O[C@@H](n3ccc(=O)[nH]c3=O)[C@H](O)[C@@H]2O)n1	0.5%	i	-3%	-21%	.
38	Cc1cccc(NNC(N)=S)c1	4.0%	i	-4%	10%	15%
39	Nc1nc(SCC(=O)Nc2ccccc2)nc2nc3c(cc12)CCCC3	7.4%	i	36%	1%	?
40	CC(Cc1ccccc1)NC(=S)CN1CCCC1=S (configuration not stated)	-1.1%	i	-6%	7%	-2%

item	TGFb inhibitor	A549 tox	Nrf2 block	HepG2 tox
33	-1%	-13%	22%	-11%
34	-31%	8%	?	-45%
35	-13%	0%	-1%	-8%
36	-5%	-17%	-11%	-4%
37	-3%	.	.	-9%
38	19%	2%	-1%	-3%
39	?	-2%	?	-12%
40	11%	2%	?	7%

Arranged by value in Nrf2 ARE act (low to high): some entries from above.
no.	Compound	Nrf2 ARE act
34	CCC(CC)c1nn2cc(-c3ccccc3)nc2s1	-1.2%
40	CC(Cc1ccccc1)NC(=S)CN1CCCC1=S (configuration not stated)	-1.1%
37	Cc1cc(C)n(CCNC(=O)[C@H]2O[C@@H](n3ccc(=O)[nH]c3=O)[C@H](O)[C@@H]2O)n1	0.5%
33	c1ccc2c(c1)nc(NC1CCCCC1)c1nncn12	0.6%
39	Nc1nc(SCC(=O)Nc2ccccc2)nc2nc3c(cc12)CCCC3	7.4%

(continued)
item	canonical_smiles	Nrf2 ARE act	ATXN viability	ATXN2 expr inh	EPAC2 antag	MCF10A rereplic
41	C=CCC1CCCCC12NC(=O)NC2=O (configuration not stated)	-0.9%	?	-8%	10%	-1%
42	Cc1ccc(N=Nc2c(N)n[nH]c2N)cc1	4.4%	i	63%[activator]	-3%	-1%
43	O=C(Nn1c(-c2ccc(F)cc2)nc2ccccc2c1=O)C1CCCCC1	-0.6%	i	-2%	6%	3%
44	COc1ccc(N2C(=O)C3CCCCC3C2=O)cc1NC(=O)c1ccccc1 (configuration not stated)	4.8%	i	-13%	-1%	-11%

item	TGFb inhibitor	A549 tox	Nrf2 block	HepG2 tox
41	-2%	-5%	-14%	2%
42	-1%	-10%	?	-2%
43	-13%	-3%	5%	-14%
44	17%	0%	6%	1%

Profiles, looked up by structure. Screens in order: Nrf2 ARE act, ATXN viability, ATXN2 expr inh, EPAC2 antag, MCF10A rereplic, TGFb inhibitor, A549 tox, Nrf2 block, HepG2 tox
Results for `CCC(C)(C)n1nnnc1C(C(C)C)N(Cc1ccco1)Cc1cc2cc3c(cc2[nH]c1=O)OCO3` (configuration not stated) = 5.8%, ?, ?, 10%, ?, ?, ?, ?, -25%
Results for `COc1cc(C(=O)Nn2c(C)nc3ccccc3c2=O)cc(OC)c1OC` = 0.4%, i, -5%, 8%, 4%, 5%, -1%, 9%, 1%
Results for `COC(=O)CCC/C=C1/SCC(NC(=O)c2ccccc2)C1NC(C)=O` (configuration not stated) = -0.9%, ?, 5%, 4%, 13%, 1%, 0%, 0%, -14%
